SNCA expr inh = reduces expression of the alpha-synuclein gene; AID 1671194; HEK-293 SNCA-luciferase knock-in, luminescence, 24 h; 140,000 tested, 0.17% active; Potency, µM (series often up to 57.2 µM), without a hit: at the top dose activity change, negative = inhibition, most hits filed as inhibitors;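 further: potency means the concentration at half of the fitted maximal effect; plate controls were DMSO cells for no effect and cell-free wells for full effect; nearly all actives have a fitted effect of over 45% in size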
HEK293 tox = kills HEK 293 cells; HEK 293 viability, ATP luminescence (CellTiter-Glo), 48-72 h; Potency, µM (titrated, usually from 115 µM), for the others: at the top dose activity change, negative = cytotoxicity, hits mostly inhibitors; 94,000 tested, 6.6% active; AID 1345083; further: potency means the concentration at half of the fitted maximal effect; nearly all actives have a fitted effect of over 60% in size
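HEK 293 cells seeded at 250 cells/well were exposed to compound for 48 or 72 hr at 37 degree Celsius. Viability taken as ATP content by CellTiter-Glo luminescence.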
3T3 cytotox = kills NIH 3T3 cells | AID 1345082 | 94,000 tested, 4.3% active | Potency, µM (titrated, usually from 96.7 µM), for inactives: top-dose activity change, negative = cytotoxicity, hits mostly inhibitors | NIH 3T3 viability, CellTiter-Glo ATP luminescence, 48-72 h; further: potency means the concentration at half of the fitted maximal effect; nearly all actives have a fitted effect of over 55% in size
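Cells were seeded at 400 per well, treated with pin-transferred compound, and kept 48 or 72 hr at 37 °C before CellTiter-Glo addition and luminescence imaging of cellular ATP.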
HEK293 viab = reduces viability of HEK-293 SNCA reporter cells; HEK-293-SNCA-luc viability, GF-AFC fluorescence, 24 h; Potency, µM (top dose mostly 57.1 µM), for inactives: at the top dose activity change, negative = cytotoxicity, hits mostly cytotoxic; 150,000 tested, 0.12% active; AID 1671193;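 further: potency means the concentration at half of the fitted maximal effect; 0% = DMSO-treated cells and -100% = medium-only wells without cells; nearly all actives have a fitted effect of over 30% in size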
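Cytotoxicity counterscreen: after 24 h compound treatment of genome-edited SNCA-luciferase HEK-293 cells, live-cell protease substrate GF-AFC read by fluorescence after 30 min; activity scaled between DMSO (0%) and medium-only (-100%), curves Hill-fitted.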
GPT2 inh = GPT2 alanine aminotransferase inhibition; Potency, µM (series often up to 57.7 µM), for inactives: at the highest dose activity change, negative = inhibition, most hits filed as inhibitors; 100,000 tested, 0.25% active; AID 1671188; Recombinant GPT2, coupled pyruvate oxidase/HRP Amplex Red fluorescence; Q8TD30; further: potency means the concentration at half of the fitted maximal effect; nearly all actives have a fitted effect of over 60% in size; many of its hits are not listed in these tables
Target sequence (Q8TD30 whole entry, looked up): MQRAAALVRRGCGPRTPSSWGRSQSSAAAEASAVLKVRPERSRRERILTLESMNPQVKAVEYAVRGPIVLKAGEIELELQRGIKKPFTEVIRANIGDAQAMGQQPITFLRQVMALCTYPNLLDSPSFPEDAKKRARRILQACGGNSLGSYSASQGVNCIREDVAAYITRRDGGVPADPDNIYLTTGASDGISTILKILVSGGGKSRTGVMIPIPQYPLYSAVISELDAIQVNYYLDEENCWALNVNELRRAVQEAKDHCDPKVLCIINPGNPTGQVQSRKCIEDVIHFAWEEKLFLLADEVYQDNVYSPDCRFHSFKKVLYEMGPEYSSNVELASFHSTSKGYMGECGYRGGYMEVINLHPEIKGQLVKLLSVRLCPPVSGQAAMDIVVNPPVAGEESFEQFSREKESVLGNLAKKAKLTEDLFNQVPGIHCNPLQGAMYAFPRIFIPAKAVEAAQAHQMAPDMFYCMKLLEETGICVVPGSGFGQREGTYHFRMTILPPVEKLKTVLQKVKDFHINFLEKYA
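GPT2 10ng/uL, a-KG 250uM, L-Ala 2mM, HEPES pH7.5 + 0.0001% Tween; 30 min RT. Then Amplex mix (PO/HRP/ThPP), 30 min RT dark, fluorescence. AOA 50uM used as positive control.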
FLuc inh = inhibitors of firefly (Photinus pyralis) luciferase; 76,000 tested, 2.5% active; purified P. pyralis luciferase, luminescence, biochemical; Potency, µM (doses to about 115 µM), inactives show at the highest dose activity change, negative = inhibition, most hits filed as inhibitors; P08659; further: potency means the concentration at half of the fitted maximal effect; nearly all actives have a fitted effect of over 65% in size
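Biochemical qHTS: compound (6-point titration) added to 10uM D-luciferin plus 10uM ATP in Tris acetate pH 7.5 buffer with Mg, Tween-20 and BSA, then purified enzyme at 10nM; light output imaged.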
IP6K1 inhibitor = blocks human inositol hexakisphosphate kinase 1. Q92551. IP6K1 kinase, ADP-Glo luminescence, 2 h; hits give low values. activity change, % (series mostly up to about 58 µM). 140,000 tested, 0.81% active; in the data active means activity change below about -25%
Target sequence (Q92551 whole entry, looked up): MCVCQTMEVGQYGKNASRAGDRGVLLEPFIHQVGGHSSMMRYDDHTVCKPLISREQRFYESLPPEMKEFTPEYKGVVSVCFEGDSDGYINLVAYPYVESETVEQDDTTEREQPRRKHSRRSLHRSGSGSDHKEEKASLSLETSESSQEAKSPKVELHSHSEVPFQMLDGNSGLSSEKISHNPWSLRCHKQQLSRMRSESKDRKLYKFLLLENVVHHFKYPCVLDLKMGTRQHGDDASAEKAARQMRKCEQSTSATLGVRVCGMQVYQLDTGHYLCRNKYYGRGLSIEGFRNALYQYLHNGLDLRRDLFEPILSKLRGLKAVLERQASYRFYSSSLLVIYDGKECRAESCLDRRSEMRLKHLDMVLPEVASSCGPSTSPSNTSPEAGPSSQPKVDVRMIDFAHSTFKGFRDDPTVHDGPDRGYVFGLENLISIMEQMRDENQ
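ADP-Glo luminescence measures ADP made by human IP6K1 during a 2 h RT reaction with ATP/IP6 (mix at 1.3 mM/130 uM); top library doses 57.5 and 19.1 uM final.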
* marks the source's active call; other numbers are inactive results; i = inactive; ? = inconclusive; nt = not tested or not shown; & = joins results of further samples; [ ] = dose if it differs, or a comment. Unless noted, the call rests on the fitted dose curve; in most records, active means well fitted curve in the direction sought with a large enough effect; inconclusive means small, poorly fitted or top-dose-only effect, or another doubt; inactive means no such curve, though single readings can be large; an effect the other way counts as inactive or inconclusive. Unless noted, on the % scale 0 is the no-effect control and ±100 the full control effect. This is a random part of the collection; overall some 7.7% were active at least once.

SMILES	SNCA expr inh	HEK293 tox	3T3 cytotox	HEK293 viab	GPT2 inh	FLuc inh	IP6K1 inhibitor
O=C(O)C[C@@H]1CCN(Cc2c[nH]c3ccccc23)C[C@@H]1CCN1C[C@@H]2C[C@H](C1)c1cccc(=O)n1C2	17%	3%	-11%	-5%	0%	-8%	6
CCNC(=O)N1CCC(N2C(=O)C(OCC3CC3)C23CCCCC3)CC1 (centres undefined)	13%	-4%	-20%	4%	-25%	-13%	8
CCc1ccc(S(=O)(=O)N2[C@@H]3CC[C@H]2CC(NC(=O)c2ccncc2)C3)cc1 (some centres undefined)	4%	2%	i	-3%	i	6%	-7
COc1cc(OC)c(NC(=O)c2cn(C)c(=O)c3cc(OC)c(OC)cc23)cc1Cl	8%	nt	nt	0%	nt	nt	-2
CCOCCOc1cccc(C(=O)N2C[C@@H](N(C)C)[C@H](C(C)C)C2)c1	6%	?	-1%	-3%	2%	-1%	10
CCOc1ccc(NC(=O)CC2C(=O)OCCN2CC)cc1 (centres undefined)	30%	nt	nt	4%	nt	nt	29
C=CC1(C)C=C2CC[C@H]3[C@@](C)(C(=O)O)CCC[C@]3(C)C2CC1 (some centres undefined)	nt	nt	nt	-4%	i	nt	6
CCN1CCN(C(=O)C2CCc3sc(C(=O)N4CCCCC4)cc3C2)CC1 (centres undefined)	-5%	?	-27%	1%	i	0%	38
Cc1onc(-c2ccccc2Cl)c1-c1nc(C2CCOC2)no1 (centres undefined)	14%	-26%	-30%	9%	-1%	-5%	0
c1cnc2nc(C3CCCN3)[nH]c2c1 (centres undefined)	11%&20%[87.6 µM]	-3%&0%[230 µM]	-7%[174 µM]	-6%&4%[87.6 µM]	?	-20%[230 µM]	22&-2

Whole records as entered above. Order of screens: SNCA expr inh, HEK293 tox, 3T3 cytotox, HEK293 viab, GPT2 inh, FLuc inh, IP6K1 inhibitor
`CCN1CCN(C(=O)C2CCc3sc(C(=O)N4CCCCC4)cc3C2)CC1` (centres undefined) is listed with -5%, ?, -27%, 1%, i, 0%, 38
`CCOc1ccc(NC(=O)CC2C(=O)OCCN2CC)cc1` (centres undefined) is listed with 30%, nt, nt, 4%, nt, nt, 29

The list continues:
SMILES	SNCA expr inh	HEK293 tox	3T3 cytotox	HEK293 viab	GPT2 inh	FLuc inh	IP6K1 inhibitor
O=C(CSCc1cnn(-c2ccccc2)c1-n1cccc1)Nc1ccc(F)cc1F	6%	nt	nt	12%	nt	nt	-3
CCOc1ccc(NC(=O)c2oc3ccccc3c2NC(=O)C(C)(C)C)cc1	17%	nt	nt	5%	nt	nt	-2
COCCCN1CC2(CCN(C(=O)c3cc(C(C)C)oc3C)CC2)CC1=O	-12%	-2%	1%	2%	1%	9%	2
CN1CCN(c2cc(=O)c3ccnc(N4CCN(c5ccccn5)CC4)c3o2)CC1	-12%[87.6 µM]	i	?	-2%[87.6 µM]	i	-4%[172 µM]	-26*
CCc1csc(CNC(=O)c2ccc(N(C)Cc3nonc3C)nc2)n1	0%	-15%	-24%	1%	0%	5%	1
COc1ccc(C2(Nc3cccc(C(=O)O)c3C)C(=O)c3ccccc3C2=O)cc1	7%	nt	nt	2%	nt	nt	20
CCOC(=O)c1c(C)n(-c2ccccc2)c2ccc(OC(=O)c3ccccc3)cc12	-13%	nt	nt	-8%	nt	nt	-3
COc1ccc(-c2nc3ccccc3o2)cc1NC(=O)c1cccnc1	40%[activator]	nt	nt	-10%	nt	nt	-13
O=C(NC1CCN(c2ccc3nnc(C4CC4)n3n2)C1)c1ccncc1 (centres undefined)	nt	-1%[172 µM]	?	nt	nt	nt	19
Cc1cc(CN2C[C@@H](CO)[C@H](c3nc(C)no3)C2)n(C)n1	2%	i	i	1%	i	2%	-10
COc1ccccc1NC(=O)C(=O)c1cc(C)n(-c2ccccc2F)c1C	5%	nt	nt	18%	nt	nt	18
Cc1ccc(C(=O)c2cn(Cc3ccccc3F)c3cc4c(cc3c2=O)OCO4)cc1	2%	nt	nt	-5%	nt	nt	-14
Cc1sc(-n2cccc2)c(C(C)NC(=O)Nc2cccc(C(F)(F)F)c2)c1C (centres undefined)	?	nt	nt	?	nt	nt	-4
COc1ccc(-c2nc(CSCC(=O)NCCc3ccc(OC)c(OC)c3)c(C)o2)cc1	-8%	nt	nt	-26%	nt	nt	28
Cc1csc2nc(COc3ccc(NC(=O)COc4ccccc4)cc3)cc(=O)n12	?	nt	nt	13%	nt	nt	-11
COc1ccc(C(=O)N2CCCC3(C2)C(=NC2CCCC2)NC(=O)N3c2cccc(OC)c2)cc1 (centres undefined)	1%	i	-5%	-2%	i	nt	1
CCCCc1ncc(CN2CCCC(C(=O)Nc3ccccc3-c3ccc(OC)cc3)C2)[nH]1 (centres undefined)	-26%	?	?	-28%	i	-15%	-7
Cc1ccc(C(=O)N2CC[C@H]3C(=O)NCCCCCCN(Cc4ccncc4)[C@@H]3C2)s1	-4%	-27%	-24%	-7%	i	0%	26
CSc1cccc(NC(=O)Cn2ccn3nc(-c4ccc(F)cc4)c(CO)c3c2=O)c1	12%	?	?	-2%	1%	3%	8
CCOc1ccc(-c2nnc(SCC(=O)c3ccc(F)cc3)n2-c2ccccc2)cc1	6%	nt	nt	1%	nt	nt	-3

Limited to HEK293 viab and IP6K1 inhibitor (3 entries from above):
smiles | HEK293 viab | IP6K1 inhibitor
Cc1sc(-n2cccc2)c(C(C)NC(=O)Nc2cccc(C(F)(F)F)c2)c1C (centres undefined) | ? | -4
COc1ccc(-c2nc(CSCC(=O)NCCc3ccc(OC)c(OC)c3)c(C)o2)cc1 | -26% | 28
Cc1csc2nc(COc3ccc(NC(=O)COc4ccccc4)cc3)cc(=O)n12 | 13% | -11

Next structures follow:
SMILES	SNCA expr inh	HEK293 tox	3T3 cytotox	HEK293 viab	GPT2 inh	FLuc inh	IP6K1 inhibitor
O=C1CCN(CC(O)COc2ccccc2)c2ccccc2CN1C1CCCC1 (centres undefined)	nt	?	?	nt	nt	nt	11
COc1ccc(-c2nnc3n2CCN(C(=O)Cc2ccc(F)cc2)C3)cc1	-2%	-7%	-17%	-25%	i	-2%	6
O=C(c1ccccc1Br)N(Cc1ccco1)C1CCS(=O)(=O)C1 (centres undefined)	-8%	nt	nt	12%	nt	nt	9
O=C1C2CN(Cc3ccccc3Cl)CCC2OCCN1Cc1ccccc1 (centres undefined)	-13%[87.6 µM]	?	?	5%[87.6 µM]	1%[88.5 µM]	-9%[172 µM]	-6
CCOC(=O)c1ccc(NC(=O)CCn2cnnn2)cc1	-13%	nt	nt	0%	nt	nt	8
CC(C)S(=O)(=O)N1CCC2(CC1)CC(N(C)Cc1ccccc1)CCO2 (centres undefined)	0%	?	-8%	-11%	i	8%	10
Cn1nnnc1SCCCNCc1ccccc1OCc1ccccc1F	12%	nt	nt	3%	nt	nt	6
CNC(=O)[C@@H](c1ccc(OC)cc1)N1CCC[C@H]1C(=O)NCC1CCCCC1	3%[87.6 µM]	?	100µM*	-10%[87.6 µM]	-6%[88.5 µM]	0%[172 µM]	8
CCn1c2c(c(=O)n1Cc1ccccc1)CCN(Cc1nccs1)C2	?	-1%[172 µM]	?	-8%[87.6 µM]	i	-10%[172 µM]	2
Cc1cc(C)cc(NC(=O)CSc2cc(C)[nH]c(=O)n2)c1	6%	nt	nt	-20%	nt	nt	9
O=C(NCc1ccc(Cl)s1)C1CCCN(C2CCN(C(=O)C3CC3)CC2)C1 (centres undefined)	3%	i	-2%	7%	i	13%	2
O=C(CCCc1ccccc1)N1C[C@@H](CO)[C@H](c2nc(C3CC3)no2)C1	28%	?	-35%	2%	-18%	-20%	15
CCn1cc(C(=O)NCCOC)c(=O)c2cc(S(=O)(=O)N3CCOCC3)ccc21	-23%	nt	nt	-6%	nt	nt	-16
CCOC(=O)c1cnc2c(ccc3ccccc32)c1Nc1ccc(C(C)=O)cc1	24%	nt	nt	-2%	nt	nt	4
Cc1ccc(CNC(=O)C2CCN(S(=O)(=O)c3c(C)noc3/C=C/c3c(C)cc(C)cc3C)CC2)cc1	-8%	nt	nt	4%	nt	nt	-11
Cc1ccc(CN2CCCCCCNC(=O)[C@@H]3C[C@@H](C(=O)N4CCN(c5ccccn5)CC4)C[C@@H]32)o1	4%	?	-28%	-11%	-9%	1%	-5
O=C(C[C@@H]1CCNC[C@@H]1Cc1cc(CC2CCCCC2)on1)N1CCC(Cc2ccccc2)CC1	-13%	?	25µM*	-1%	-2%	-22%	-2
O=C(c1ccc(C(F)(F)F)cc1)N1CCn2c(nnc2-c2ccccc2)C1	-7%	-18%	-27%	0%	?	-6%	15
CC(C)Oc1cc(-c2ccc(C(C)N3CCOCC3)cc2)nc(N)n1 (centres undefined)	-1%	?	?	-7%	i	35µM*	0
Cn1ncc2c(C(=O)N3CCN(Cc4ccccc4)CC3)cc(-c3ccc(Cl)cc3Cl)nc21	-16%	40µM*	?	-23%	i	nt	-4
O=C(C1CCCN1C(=O)c1ccc(Cl)cc1)N1CCC(c2nc3ncccc3[nH]2)CC1 (centres undefined)	-6%	-10%	-5%	-7%	4%	nt	25
O=c1[nH]c(=O)c2nc3ccccc3nc2[nH]1	-15%	nt	nt	-15%	0%	nt	nt
Cc1nc(CN2Cc3nc(-c4cnn(Cc5ccccc5)c4)ccc3OCC2=O)cs1	?	?	-29%[138 µM]	-18%[87.6 µM]	-10%[88.5 µM]	4%[172 µM]	-3
CCOC(=O)c1ccc(NC(=O)CN2C(=O)c3cccnc3Oc3ccc(Cl)cc32)cc1	-26%	nt	nt	?	nt	nt	-5
O=C(NCCc1ccc(Cl)cc1)c1nc(-c2cccnc2)c2cnccn12	?	?	?	5%	3%	-3%	8
O=C(Nc1c(-c2ccc(F)cc2)nc2ccccn12)c1ccccc1F	?	nt	nt	?	nt	nt	5
O=C1O/C(=C/Br)CCC1c1cccc2ccccc12 (centres undefined)	14%	nt	nt	-5%	-3%	nt	nt
Cc1nn(-c2ccc(F)cc2)c(Oc2ccc(F)cc2F)c1CCC(=O)N(C)C(C)C	-14%	40µM*	?	-9%	-5%	4%	-3
O=C(CN1C(=O)COc2ccc(S(=O)(=O)N3CCCCCC3)cc21)Nc1cccc(Cl)c1	10µM*	nt	nt	?	nt	nt	1
CC(C)c1ccc(NC(=O)O[C@@H]2CO[C@H]3[C@@H]2OC[C@@H]3NC(=S)NC2CCCCC2)cc1	1%	-25%	-18%	0%	-10%	-6%	10
Cc1cccc(N2C(=O)CSC23CCN(C(=O)C2CC2)CC3)c1	-22%	-10%	?	8%	-5%	-3%	2
CC(C)c1ccc2c(c1)CCC1[C@](C)(C(=O)O)CCC[C@]21C (some centres undefined)	nt	nt	nt	-11%	i	nt	14
O=C(NC1CCN(Cc2cccc(-c3cccs3)c2)CC1)c1ccc(Cl)cc1	?	?	-21%&-29%	0%[12.5 µM]	4%	nt	-9&4
CCOC(=O)c1c(C)oc2nc(C)nc(NCCCN3CCN(c4cccc(C)c4)C(C)C3)c12 (centres undefined)	4%	nt	nt	-6%	nt	nt	-11

Bioassay records as filed in PubChem BioAssay.
